Screening data from PubChem BioAssay.
DDE Tn7 FP inh = inhibitors of Tn7 peptide binding to human fibrin DD(E); inhibition, % at 8.3 µM; AID 720508; actives 0.13% (n = 370,000); FP displacement of FITC-Tn7 peptide from fibrin DD(E); 0% = median of compound wells per plate;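 active means inhibition above the mean of compounds falling within the control limits plus 3 SD of them, cut at about 14% in these data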;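 further: 0% = plate median of compound wells and 100% = 10 µM Aha-Tn7 peptide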
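Assay system: human fibrin DD(E). Input: DD(E) 2 µM final. Medium: Tris buffer with calcium and detergent, pH 7.8. Compound dosing: single point at 8.3 µM. Timing: 10 min plus 3 h, room temperature. Technique: fluorescence polarization of the labelled Tn7 tracer. Read-out: percent inhibition. Replicates: singlicate testing.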
PLCb3 inh = PLC-beta3 (human) inhibition, primary screen; Purified PLC-beta3, fluorogenic substrate, fluorescence; Q01970; actives 0.18% (n = 370,000); AID 720704; inhibition, % at 12.2 µM; in the data active means inhibition above about 11%;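 further: 0% = median of compound wells on plate and 100% = full blocker control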
Tn6 DDE FP = inhibitors of Tn6 peptide binding to human fibrin DD(E); Fibrin DD(E) TRITC-Tn6 fluorescence polarization displacement; inhibition, % at 8.3 µM; actives 0.21% (n = 370,000); AID 720509;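 active means inhibition above a per-campaign cutoff: mean of compounds within control limits plus 3 SD, cut at about 15% in these data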;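 further: 0% = median of all compound wells on the plate and 100% = blocking peptide control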
ASAP1 inh = inhibitors of human ASAP1 ArfGAP activity; Q9ULH1; ASAP1-stimulated ARF1 GTP hydrolysis, GDP FP detection; inhibition, % at 16.5 µM; actives 0.19% (n = 360,000); AID 624377; in the data active means inhibition above about 25%;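 further: 0% = vehicle with enzyme and substrate and 100% = no enzyme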
Target sequence (Q9ULH1 325-724 limits assumed): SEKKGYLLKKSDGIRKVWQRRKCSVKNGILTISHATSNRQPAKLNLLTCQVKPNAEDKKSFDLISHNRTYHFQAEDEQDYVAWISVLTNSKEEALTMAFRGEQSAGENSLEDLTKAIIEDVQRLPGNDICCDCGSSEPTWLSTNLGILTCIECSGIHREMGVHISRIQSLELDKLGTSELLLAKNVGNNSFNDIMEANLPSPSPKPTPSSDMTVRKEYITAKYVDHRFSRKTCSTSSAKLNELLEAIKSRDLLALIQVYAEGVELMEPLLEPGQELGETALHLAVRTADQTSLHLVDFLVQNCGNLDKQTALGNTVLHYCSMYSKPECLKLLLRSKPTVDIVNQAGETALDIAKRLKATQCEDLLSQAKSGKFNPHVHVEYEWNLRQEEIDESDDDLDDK
MBD2 inh = MBD2-methylated oligo binding inhibition; TR-FRET, MBD2 binding to methylated oligonucleotide; inhibition, % at 4.4 µM; Q9UBB5; actives 0.31% (n = 370,000); AID 686964; in the data active means inhibition above about 13%
Target sequence (Q9UBB5 whole entry, looked up): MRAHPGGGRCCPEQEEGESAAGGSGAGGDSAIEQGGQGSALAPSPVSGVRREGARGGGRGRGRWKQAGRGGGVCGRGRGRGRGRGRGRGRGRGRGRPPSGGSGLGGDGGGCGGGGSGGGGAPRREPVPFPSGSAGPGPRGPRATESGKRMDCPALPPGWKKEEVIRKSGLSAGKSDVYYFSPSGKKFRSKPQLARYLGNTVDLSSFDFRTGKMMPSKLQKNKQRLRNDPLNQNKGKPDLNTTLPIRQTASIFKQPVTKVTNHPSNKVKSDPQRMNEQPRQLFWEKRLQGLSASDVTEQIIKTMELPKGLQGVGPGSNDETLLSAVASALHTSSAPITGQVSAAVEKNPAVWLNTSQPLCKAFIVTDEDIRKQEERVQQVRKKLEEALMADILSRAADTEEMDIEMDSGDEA
ARFGAP1 inhibitor = inhibitors of rat ARFGAP1; Arfgap1-stimulated ARF1 GTP hydrolysis, GDP FP detection; inhibition, % at 16.5 µM; actives 0.26% (n = 360,000); AID 651572;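 active means inhibition above a per-plate limit, mean inhibition of low control wells plus 3 SD, cut at about 25% in these data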;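 further: 0% = DMSO wells with enzyme and 100% = wells lacking Arfgap1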
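system = rat Arfgap1 catalytic domain, aa 1-136 | technique = FP, GDP Alexa 633 tracer displaced from anti-GDP antibody, 620/688 nm | compound = one concentration, 16.5 µM, DMSO 1.26% | medium = HEPES-based buffer, pH 7.5 | timing = compound-enzyme preincubation 20 min, reaction 120 min, detection 60 min, 25 °C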
ADAM17 inh = inhibitors of human ADAM17; P78536; actives 0.83% (n = 370,000); recombinant ADAM17, EDANS/DABCYL FRET peptide cleavage; AID 720648; inhibition, % at 6.95 µM;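 active means inhibition above the mean of compounds lying between control limits plus 3 SD, set per campaign, cut at about 8.5% in these data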;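 further: 0% = DMSO-only wells as the low control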
proKLK7 act = activators of human kallikrein-7 zymogen. P49862. purified proKLK7, EDANS-DABCYL substrate fluorescence; 100% is mature enzyme control, 0% vehicle. activation, % at 7 µM. actives 0.9% (n = 370,000). AID 652039;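 active means activation above the mean of all tested compounds plus 3 SD, computed per campaign excluding outliers beyond control limits, cut at about 13% in these data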
PLCg1 inh = blocks human PLC-gamma1 enzyme activity; purified PLC-gamma1, fluorogenic substrate, fluorescence; inhibition, % at 12.2 µM; actives 0.84% (n = 370,000); in the data active means inhibition above about 9.5%
UHRF1 binding = UHRF1 methyl-DNA binding inhibition; AID 687016; inhibition, % at 4.4 µM; Q96T88; actives 0.75% (n = 370,000); UHRF1 binding to methylated oligo, TR-FRET; in the data active means inhibition above about 21%;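 further: UHRF1 SRA domain binding a hemimethylated CpG hairpin DNA probe; 0% = median of test compound wells and 100% = reference inhibitor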
* hit, by the source's call; x = no result given.

1) COc1ccc(NC(=O)CN2CCc3ccccc3C2)cc1S(=O)(=O)N1CCOCC1
2) CC(=O)N1CCOc2ccc(S(=O)(=O)Nc3ccc(Cl)cn3)cc21
3) CN(C)C(=O)Cn1c(=O)n(C)c2ccccc21
4) Cc1noc(C)c1COc1cccc(C(=O)N(C)Cc2cccs2)c1
5) Cc1cc(C(=O)COC(=O)c2ccc(Br)o2)c(C)n1Cc1ccco1
6) O=C(CN1CCCCCCC1)N/N=C/c1ccc(F)c(F)c1
7) CCOc1ccc(N2CC(C(=O)Nc3nnc(Cc4ccc(OC)cc4)s3)CC2=O)cc1 (configuration not stated)
8) O=C(Nc1ccc(S(=O)(=O)N2CCOCC2)cc1)c1nn(-c2ccc(F)cc2)ccc1=O

compound no.,1,2,3,4,5,6,7,8
DDE Tn7 FP inh,-5,6,1,-2,-5,-4,9,-3
PLCb3 inh,4,0,0,1,2,-1,-2,-6
Tn6 DDE FP,-7,10,10,3,1,0,-2,-1
ASAP1 inh,-5,-6,-4,-3,-16,-3,5,7
MBD2 inh,1,-3,1,-2,-2,5,33*,-2
ARFGAP1 inhibitor,-2,0,6,-6,-8,-3,1,1
ADAM17 inh,1,-1,0,-4,1,-4,-1,-1
proKLK7 act,0.5,0.4,0.8,0.5,-0.1,0.3,-0.1,-0.5
PLCg1 inh,3,2,3,-3,-2,-2,16*,1
UHRF1 binding,-3,1,-1,-1,-1,3,65*,3

9) Cc1ccc(C(=O)Nc2nnc(S(=O)(=O)Nc3ccccc3C)s2)cc1C
10) CCCCCCn1c(=O)n2n(c1=O)[C@@H]1CN(S(=O)(=O)c3ccc(C)cc3)C[C@]1(O)[C@@H](OC(=O)NCc1ccco1)C2
11) CS(=O)(=O)N1c2ccccc2C[C@H]1Cc1cc2ccccc2o1
12) COc1ccc(C(=O)Nc2cccnc2Sc2ccc(Cl)cc2)cc1
13) O=C(C[C@H]1C[C@H](C(=O)N2CCOCC2)[C@@]2(CCC3CCCC3)c3[nH]c4ccc(Cl)cc4c3CCN2C1=O)NCCCn1ccnc1
14) CCOC(=O)N1CCC(N2CCCC(CO)(Cc3ccccc3C)C2)CC1 (configuration not stated)
15) C[C@@H]1CN([C@H](C)CO)C(=O)c2c(c3ccccc3n2C)-c2ccccc2CO[C@@H]1CN(C)Cc1ccc(O)cc1
16) COc1cccc(-c2nnc(SCCOc3ccc4c(C)cc(=O)oc4c3)o2)c1

compound no.,9,10,11,12,13,14,15,16
DDE Tn7 FP inh,0,3,-6,2,-2,0,0,7
PLCb3 inh,-27,1,-3,-7,3,2,2,0
Tn6 DDE FP,1,1,-1,-6,10,-5,-5,8
ASAP1 inh,10,8,x,2,24,-1,12,1
MBD2 inh,3,2,2,5,-2,1,2,2
ARFGAP1 inhibitor,2,6,x,5,11,-13,16,2
ADAM17 inh,-4,0,-1,-3,-1,3,3,-6
proKLK7 act,0.7,0.0,x,0.3,0.5,-0.3,-0.6,-0.2
PLCg1 inh,-22,2,-1,4,2,2,3,0
UHRF1 binding,18,1,-1,4,1,4,-2,0

17) COc1cccc(CN(C)C(=O)C2CCC(=O)N(Cc3cccc(F)c3)C2)c1 (configuration not stated)
18) O=C(NCCn1cccn1)c1ccc(OC2CCN(C(=O)C3CC3)CC2)cc1
19) O=C(NC(=S)Nn1cnnc1)c1ccc(F)cc1Cl
20) CCOc1ccc(CCNC(=O)c2ccc(N3CCCC3=O)cc2)cc1OCC
21) COc1cc2ccccc2cc1C(=O)N/N=C/c1cccs1
22) O=C(OC12CCCN(C1)/C(=C/c1cccnc1)C2)c1ccccc1 (configuration not stated)
23) C/C(=N/OC(=O)c1ccc(C)cc1)C(=O)c1ccc(Br)cc1
24) CCN(CC)c1ccc(/C=C2\C(=O)N(c3nnc(C)c(=O)[nH]3)N=C2C)cc1

compound no.,17,18,19,20,21,22,23,24
DDE Tn7 FP inh,-1,1,-2,0,2,2,0,0
PLCb3 inh,-4,2,-4,-1,-12,-1,-7,-12
Tn6 DDE FP,-4,-4,3,-5,8,-9,-6,0
ASAP1 inh,-7,2,-7,-1,-3,x,-4,5
MBD2 inh,-3,-1,-4,8,1,3,3,-5
ARFGAP1 inhibitor,4,1,-5,13,7,x,-1,-8
ADAM17 inh,2,-3,-2,-5,-19,0,-4,1
proKLK7 act,-0.6,0.3,1.0,0.5,-1.5,0.0,0.0,-0.1
PLCg1 inh,0,0,0,2,-10,0,2,-4
UHRF1 binding,3,1,0,6,-2,-2,0,-4

25) CCC[C@H]1[C@@H](OC(=O)NCc2cccc(Cl)c2)CC[C@@]23CCCN2C(=O)CCC[C@@H]13
26) COc1cccc(NC(=O)CCc2nnc3ccc(NCc4ccco4)nn23)c1
27) Cc1noc(C)c1CCC(=O)N1CCCC(N2CCN(c3ccc(F)cc3)CC2)C1 (configuration not stated)
28) CCOC(=O)C1=CC[C@@H](c2ccccc2)N(S(=O)(=O)c2ccc(C)cc2)[C@H]1C#N
29) O=C(NCC1COc2ccccc2O1)c1cc(S(=O)(=O)N2CCOCC2)c(Cl)cc1Cl (configuration not stated)
30) CCCCCCSc1ccc([C@H]2N[C@@](CC(C)C)(C(=O)OC)[C@H]3C(=O)N(CC)C(=O)[C@@H]23)cc1
31) CC1=C(C(=O)OCC2CCCO2)C(c2coc3ccccc3c2=O)C2=C(CC(C)(C)CC2=O)N1 (configuration not stated)
32) O=C(c1c(F)cccc1Cl)N1CCN(c2ccccn2)CC1

compound no.,25,26,27,28,29,30,31,32
DDE Tn7 FP inh,-2,-1,1,-4,1,-6,-2,-6
PLCb3 inh,0,-10,-8,-3,-5,6,-5,-7
Tn6 DDE FP,3,-3,0,5,-4,7,-3,8
ASAP1 inh,x,-14,-5,7,-5,4,5,-5
MBD2 inh,-1,-5,-4,-6,0,2,-3,4
ARFGAP1 inhibitor,x,-7,-3,11,1,-3,-4,-2
ADAM17 inh,1,-1,-13,-1,-4,4,1,0
proKLK7 act,x,0.1,-1.0,0.1,-0.8,-0.8,0.6,0.4
PLCg1 inh,1,-2,-3,-3,-1,16*,-5,-1
UHRF1 binding,-4,-1,1,-2,0,7,-4,1

33) COc1ccc(NC(=O)CCCn2c(=O)c3sccc3n(Cc3ccc(C)cc3)c2=O)cc1
34) CCn1c(=S)sc2c(=O)n(CC(=O)NCCCc3ccccc3)c(C)nc21
35) CCOc1c(C)cnc2c1c(=O)n(Cc1c(F)cccc1Cl)c(=O)n2C
36) CCn1c(=O)c(C(=O)NNC(=O)c2ccccc2)c(O)c2ccccc21
37) CN(CC(=O)Nc1ccc(Cl)cc1)C(=O)c1sccc1-c1ccccc1
38) CC1(c2ccc([N+](=O)[O-])cc2)NC(=O)NC1=O (configuration not stated)
39) CC(C)C(NC(=O)c1ccccc1)C(=O)NCc1ccccn1 (configuration not stated)
40) Oc1ccccc1-c1nc(NCC2CCCO2)c2ccccc2n1 (configuration not stated)

compound no.,33,34,35,36,37,38,39,40
DDE Tn7 FP inh,-2,5,4,-12,-1,12,4,3
PLCb3 inh,2,-7,-7,-17,-8,-7,2,-142
Tn6 DDE FP,4,2,1,-5,-2,7,2,-5
ASAP1 inh,0,-2,-6,-3,-12,3,-18,10
MBD2 inh,0,1,-5,0,13,0,-2,1
ARFGAP1 inhibitor,6,0,2,5,0,7,-7,9
ADAM17 inh,0,-2,-4,-5,1,-3,-4,8
proKLK7 act,-0.1,0.1,0.4,-0.1,1.0,0.0,-0.4,1.2
PLCg1 inh,-1,1,1,-9,0,0,2,-98
UHRF1 binding,1,1,-3,-1,15,10,7,1
